Assay outcomes: PubChem, several laboratories
BoNT F protease: inhibitors of Botulinum neurotoxin F light chain protease | Multiplex microsphere protease cleavage assay, flow cytometry | inhibition, % at 10 µM | hit rate 0.22% among 360,000 | AID 588497; in the data active means inhibition above about 35%, passing the limit was not always enough; inconclusive means no clear call, values can overlap the other calls; further: plate controls were buffer without enzyme for full effect and enzyme alone for no effect
MazEF act: MazEF (E. coli) toxin RNase activation | P0AE70 | FAM/BHQ RNA-DNA oligo cleavage fluorescence, 5 h | activation, % at 20 µM | hit rate 0.32% among 350,000 | AID 504720; in the data active means activation above about 50%
Target sequence (P0AE70 whole entry, looked up): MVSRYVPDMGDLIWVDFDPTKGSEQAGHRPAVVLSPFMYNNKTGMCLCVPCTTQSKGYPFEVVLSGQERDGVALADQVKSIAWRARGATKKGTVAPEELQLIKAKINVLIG
CCHF vOTU inh: CCHFV vOTU protease inhibition. hit rate 0.55% among 370,000. inhibition, % at 11.5 µM. Pep-AMC fluorescence; in the data active means inhibition above about 30%; further: 0% = vehicle wells with enzyme and 100% = no enzyme wells
DUSP3 inh: blocks human VHR1 dual specificity phosphatase. P51452. recombinant VHR phosphatase, pNPP absorbance. inhibition, % at 13.3 µM. hit rate 0.52% among 290,000. AID 1654; in the data active means inhibition above about 50%; further: some compounds called inactive have numbers as strong as hits
Target sequence (P51452 whole entry, looked up): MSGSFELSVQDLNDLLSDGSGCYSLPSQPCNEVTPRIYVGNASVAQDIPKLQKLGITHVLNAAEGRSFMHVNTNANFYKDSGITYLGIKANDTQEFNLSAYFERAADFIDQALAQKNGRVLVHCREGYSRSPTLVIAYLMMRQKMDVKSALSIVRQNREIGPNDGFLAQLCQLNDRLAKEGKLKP
SARS 3CLpro inh: SARS-CoV 3CLpro protease inhibition. inhibition, % at 6 µM. recombinant SARS-CoV 3CLpro, quenched FRET peptide cleavage. AID 1706. hit rate 0.14% among 290,000. P0C6X7; in the data active means inhibition above about 12%
Anthrax LF inh2: inhibitors of Bacillus anthracis lethal factor protease | P15917 | multiplex microsphere protease cleavage assay, LF | inhibition, % at 10 µM | hit rate 0.12% among 360,000; further: plate controls were buffer without enzyme for full effect and enzyme alone for no effect
Rv3671c protease: inhibits the M. tuberculosis serine protease Rv3671c; P9WHR9; inhibition, % at 5.96 µM; hit rate 0.048% among 320,000; in the data active means inhibition above about 38%;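 further: extracellular domain of Rv3671c used as enzyme; 0% = enzyme with DMSO and 100% = no enzyme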
Target sequence (P9WHR9 whole entry, looked up, the tested form may be a part): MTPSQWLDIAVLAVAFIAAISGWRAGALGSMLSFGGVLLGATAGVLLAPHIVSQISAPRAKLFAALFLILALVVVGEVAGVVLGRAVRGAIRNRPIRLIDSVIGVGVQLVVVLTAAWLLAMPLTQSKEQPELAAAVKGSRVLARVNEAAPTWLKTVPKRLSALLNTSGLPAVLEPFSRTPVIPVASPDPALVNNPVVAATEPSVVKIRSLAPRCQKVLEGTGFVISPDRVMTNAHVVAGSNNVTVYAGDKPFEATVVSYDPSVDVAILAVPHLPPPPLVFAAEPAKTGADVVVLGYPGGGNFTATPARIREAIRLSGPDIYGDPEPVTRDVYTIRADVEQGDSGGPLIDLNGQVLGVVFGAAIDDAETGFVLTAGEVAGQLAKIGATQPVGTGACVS
PrPC TRFRET: inhibitors of human cell surface prion protein PrPC | AID 720596 | inhibition, % at 13.8 µM | hit rate 0.43% among 370,000 | TR-FRET read-out | P04156; in the data active means inhibition above about 24%; further: 0% = median of the test wells and 100% = reference compound wells
BoNT A protease: BoNT A light chain protease inhibition; multiplex microsphere protease substrate cleavage, flow cytometry; hit rate 0.17% among 360,000; inhibition, % at 10 µM; further: plate controls were buffer without enzyme for full effect and enzyme alone for no effect
SSB-PriA inh: inhibitors of Klebsiella pneumoniae PriA binding to SSB C-terminal tail | inhibition, % at 33 µM | hit rate 0.6% among 430,000 | AlphaScreen SSBct-PriA binding, biotinylated peptide | AID 1272365; in the data active means inhibition mostly above about 37%, no sharp cut-off; inactive means mostly below about 20%;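 further: plate controls were negative control peptide for no effect and reference peptide for full effect; strong numbers were not always called active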
* hit, by the source's call; ? = inconclusive; / = not tested or not shown; & = joins results of further samples. Unless noted, no stated cut-off is given here; in the data, active means inhibition above about 30%; inconclusive means no clear call, values can overlap the other calls; inactive means below that.

SMILES	BoNT F protease	MazEF act	CCHF vOTU inh	DUSP3 inh	SARS 3CLpro inh	Anthrax LF inh2	Rv3671c protease	PrPC TRFRET	BoNT A protease	SSB-PriA inh
COC(=O)C1C(=O)C2=C(CC1C)NC(C)=C(C(=O)OC1CCCCC1)C2c1ccc(N(C)C)cc1 (centres undefined)	-13.4	0.4	0.1	-17.6	3.4	-4.6	2.4	0.5	-0.2	1.9
CCCC(C)(C)C(=O)N1CCC1(C)C(=O)Nc1cccc2ccccc12 (centres undefined)	-8.4	/	17.8	/	/	-3.3	/	-3.6	-0.2	/
CCN(C(=O)c1cc(OC)c(OC)c(OC)c1)C1CCCCC1	5.6	7.9	-7.6	/	/	-2.8	/	-2.0	-0.6	/
CC(C)NC(=O)C1CC(=O)N(C(C)c2ccccc2)C1 (centres undefined)	0.2	-1.1	-13.1	27.3	0.2	-5.8	3.7	1.5	-0.6	-18.4
COc1cccc2cc(CC(=O)c3ccc(C)cc3C)c(=O)oc12	16.5	5.9	-6.6	-3.3	1.1	9.3	-6.7	-5.6	-1.9	-10.2
NC(=O)[C@@H]1CC2(CC(c3cccc(NC(=O)CC(c4ccccc4)c4ccccc4)c3)=NO2)CN1C(=O)COc1ccc(Cl)cc1 (some centres undefined)	-9.9	-8.5	10.6	-0.3	/	-17.1	-137.5	4.3	-1.1	-8.5
CC(Oc1ccccc1)c1ccnn1S(=O)(=O)c1ccccc1 (centres undefined)	8.1	2.7	9.5	20.8	0.5	-4.1	6.5	9.1	0.6	-12.8
CCOc1ccc(CCNC(=O)c2ccc(F)c(S(=O)(=O)N3CCOCC3)c2)cc1OCC	-1.0	-5.5	-5.5	23.6	-0.6	1.1	1.2	-1.3	-1.8	3.8
CCOC(=O)N1CCC(Nc2nc3ccccc3n3nnnc23)CC1	3.9	-24.3	-8.4	-7.5	3.9	-0.7	5.8	-6.6	1.5	-0.8
COC(=O)c1sc2ccccc2c1NC(=O)c1ccc(S(=O)(=O)N2CCC(C)CC2)cc1	-6.3	-14.0	-8.9	21.3	-0.2	-2.6	-0.8	-6.0	0.8	-3.4
CCc1nc2ccc(C(=O)NCCNC(C)=O)cn2c1N(CC)Cc1cccc(Br)c1	-2.3	/	-5.4	/	/	-4.2	/	1.5	-0.8	/
NS(=O)(=O)c1cccc(NC(=O)CN2CCN(Cc3ccc4c(c3)OCO4)CC2)c1	-4.8	9.4	-2.4	4.7	-4.7	-0.3	3.9	-4.8	-0.4	-3.5
CCOc1ccc(/C=C2\SC(=S)N(CCC(=O)Nc3ccccc3C(=O)O)C2=O)cc1	-13.4	-0.7	2.4	7.2	1.5	10.8	-8.3	8.2	-1.4	9.3
COc1ccccc1C(=O)Nc1ccccc1SC	-2.1	-0.8	0.1	1.2	-1.9	-5.8	-2.7	-5.1	-0.6	-46.7
COc1ccc(NC(=O)CC(C)c2ccccc2)cc1S(=O)(=O)N1CCOCC1 (centres undefined)	-0.2	1.9	0.1	/	/	5.6	7.2	9.4	0.5	-4.8
COc1cc(/C=C/C(=O)O)cc(S(=O)(=O)N2CCCc3ccccc32)c1OC	1.4	-0.5	-3.8	-4.3	0.7	0.7	-3.3	4.3	-1.3	-4.3
CCOc1ccc(-n2nc3cc(C)c(N)cc3n2)cc1	?	12.3	-145.1	4.1	-4.1	20.2	-11.7	9.0	3.0	-6.8
Cc1ccc2[nH]cc(CCNC(=O)/C=C/c3ccco3)c2c1	?	7.5	-10.0	23.9	-0.3	-10.2	8.0	0.8	-2.4	15.0
CCn1c(=O)n(CC(=O)NCC2CCCO2)c(=O)c2c3c(sc21)CCCC3 (centres undefined)	3.9	8.5	-7.6	12.3	2.8	0.4	-6.1	6.8	0.6	7.3
NC(=O)COC(=O)c1cccc(S(=O)(=O)N2CCCc3ccccc32)c1	3.5	11.9	5.5	14.7	0.0	-1.5	-4.4	-0.4	0.7	-0.6
Fc1cc(Br)ccc1NC(=S)Nc1ccccc1	-11.1	1.0	-12.4	0.2	-3.0	-1.9	-7.1	2.3	-0.5	-5.8
C#C[C@]1(O)[C@H](O)CC2C3CC[C@H]4C[C@@H](O)CC[C@]4(C)C3CC[C@@]21C (some centres undefined)	-3.2	/	1.1	/	/	-1.1	1.7	0.0	-0.3	/
Cc1ccccc1OCC(O)Cn1c(=N)n(CCN2CCOCC2)c2ccccc21 (centres undefined)	-1.5&-1.9	12.8&9.6	4.7&6.2	-17.1&20.8	-0.6&1.3	12.7&4.4	3.0&-9.1	-9.2&-6.4	0.9&0.2	6.7
Cc1cc(C(=O)CCC(=O)NCC2COc3ccccc3O2)c(C)s1 (centres undefined)	9.6	-7.8	-24.0	/	/	-4.9	-4.3	-5.1	-2.8	-1.0
CCOc1ccc(OCCCC(=O)N(C)CC(=O)Nc2ccc(N3CCOCC3)cc2)cc1	?	1.1	12.3	/	/	?	17.5	5.3	1.1	-1.2

Laid out differently: results already given.
> Cc1ccc2[nH]cc(CCNC(=O)/C=C/c3ccco3)c2c1
  BoNT F protease: ?; MazEF act: 7.5; CCHF vOTU inh: -10.0; DUSP3 inh: 23.9; SARS 3CLpro inh: -0.3; Anthrax LF inh2: -10.2; Rv3671c protease: 8.0; PrPC TRFRET: 0.8; BoNT A protease: -2.4; SSB-PriA inh: 15.0

> CCn1c(=O)n(CC(=O)NCC2CCCO2)c(=O)c2c3c(sc21)CCCC3 (centres undefined)
  BoNT F protease: 3.9; MazEF act: 8.5; CCHF vOTU inh: -7.6; DUSP3 inh: 12.3; SARS 3CLpro inh: 2.8; Anthrax LF inh2: 0.4; Rv3671c protease: -6.1; PrPC TRFRET: 6.8; BoNT A protease: 0.6; SSB-PriA inh: 7.3

> NC(=O)COC(=O)c1cccc(S(=O)(=O)N2CCCc3ccccc32)c1
  BoNT F protease: 3.5; MazEF act: 11.9; CCHF vOTU inh: 5.5; DUSP3 inh: 14.7; SARS 3CLpro inh: 0.0; Anthrax LF inh2: -1.5; Rv3671c protease: -4.4; PrPC TRFRET: -0.4; BoNT A protease: 0.7; SSB-PriA inh: -0.6

> Fc1cc(Br)ccc1NC(=S)Nc1ccccc1
  BoNT F protease: -11.1; MazEF act: 1.0; CCHF vOTU inh: -12.4; DUSP3 inh: 0.2; SARS 3CLpro inh: -3.0; Anthrax LF inh2: -1.9; Rv3671c protease: -7.1; PrPC TRFRET: 2.3; BoNT A protease: -0.5; SSB-PriA inh: -5.8

The listing continues.
SMILES	BoNT F protease	MazEF act	CCHF vOTU inh	DUSP3 inh	SARS 3CLpro inh	Anthrax LF inh2	Rv3671c protease	PrPC TRFRET	BoNT A protease	SSB-PriA inh
Cc1c(C(=O)OCC(=O)N(C)c2ccccc2)oc2ccccc12	2.0	-0.8	-6.7	19.2	3.2	-2.5	3.5	-0.6	1.4	-7.0
O=C(Cn1ccc([N+](=O)[O-])n1)NCC1CCCO1 (centres undefined)	5.5	4.0	0.1	15.0	-2.8	-2.0	/	1.9	-1.5	-22.8
NC(=O)C1(N2CCCCC2)CCN(C(=O)CSc2nc3ccccc3o2)CC1	-11.6	-3.7	2.3	/	0.2	5.3	-9.3	-2.8	0.9	5.3
COc1cccc(NC(=O)Nc2ccccc2Br)c1	-3.2	2.6	-7.5	-5.0	2.2	-0.6	-7.5	13.9	0.2	-20.2
Cc1nn(C(C)C(=O)NCCCN(Cc2ccccc2)C(C)C)c(=O)c2c1sc1ccccc12 (centres undefined)	0.5	6.8	-10.4	-36.6	-4.4	-3.0	3.0	-4.2	0.9	7.5
C=CCOc1c(CNn2cn[nH]c2=S)cccc1OC	-2.3	5.0	3.1	12.2	-0.9	-8.9	-2.9	-3.0	-0.6	-4.1
COC(=O)[C@H](CC(C)C)NC(=O)N1CCCCC1C (some centres undefined)	1.8	-10.8	-15.1	27.7	0.6	2.1	3.7	-1.3	-0.4	-1.0
CCOc1ccc(CCNC(=O)COC(=O)c2ccc(C)c(S(=O)(=O)N3CCOCC3)c2)cc1OCC	-4.4	3.9	19.1	/	/	0.3	/	-15.7	0.1	/
Cc1nnc(Cn2cnc3c2c(=O)n(C)c(=O)n3C)o1	-5.3	-6.4	-0.1	6.9	3.0	-9.9	1.1	8.9	-5.0	-7.2
CCN(CC)C(=O)[C@H]1CC(CC(=O)NCCc2ccccn2)C(=O)N2CCc3c([nH]c4ccccc34)[C@]12C (some centres undefined)	1.5	-4.6	2.6	/	/	-3.9	3.4	5.7	-0.3	-10.1
Cc1cc(C(=O)NNC(=O)c2cccs2)nn1C(C)(C)C	-7.6	4.8	2.5	14.5	-5.2	-3.9	7.1	-5.0	3.1	-6.8
CCOC(=O)C1CCCN(C(=O)CN2C(=O)c3ccccc3S2(=O)=O)C1 (centres undefined)	-2.7	1.6	-2.3	/	/	1.1	10.8	-4.3	-0.1	-4.0&7.6
COc1ccc(-n2c(O)c(C=NCCCn3ccnc3)c(=O)[nH]c2=O)cc1	-2.2	5.0	0.7	15.9	-2.8	-7.8	-5.7	-1.0	-0.5	-16.6
CC1Cc2ccccc2N1C(=O)CSc1nnc(N)s1 (centres undefined)	15.1	6.1	5.6	17.9	-2.0	2.8	0.1	8.9	8.6	-5.0
CC(=O)Nc1ccc(NC(=O)C2CCCN2C(=O)Nc2ccc(F)cc2)cc1 (centres undefined)	8.4	3.5	1.6	6.4	3.3	0.2	-5.2	3.1	-0.3	-1.7
On1nnc2ccccc21	-8.3	3.2	-11.9	19.4	-2.6	-4.8	-11.6	-0.2	-2.4	-9.5
O=C(NC1CCCCC1)C1CCN(C(=O)c2ccc(-c3ccccc3)cc2)CC1	-2.4	6.3	-8.9	5.6	1.5	-6.9	-5.7	-4.8	-0.9	4.1
O=C(COc1ccccc1Cl)Nc1ccc(Cl)cn1	-3.6	-2.5	-10.7	31.6	-0.6	-0.8	-2.6	-2.0	0.3	-1.2
COc1ccc(NC(=O)n2ncc3cc(Cl)ccc32)cc1OC	-5.5	1.4	1.2	48.7	3.5	11.8	-0.6	0.7	-2.9	2.5
CC(C)CCN1CCN(CC(c2ccccc2)c2ccccc2)CC1CCO (centres undefined)	-4.9	7.0	7.8	12.2	2.7	-5.4	2.2	3.6	0.2	-4.6
Cc1nnc(NC(=O)CSc2nnc(C)c(=O)n2N)s1	-5.4	-1.2	-8.3	14.9	0.3	0.9	-0.6	1.9	1.5	-5.7
CC(C)Nc1nc(NC(C)C)nc(C(=O)OCCO)n1	-14.4	9.8	-5.8	6.5	-3.9	-1.2	2.5	-3.9	-0.8	-3.5
COc1cccc(-n2c(SCc3cc(=O)oc4cc(O)c(O)cc34)nc3ccccc3c2=O)c1	2.5	-2.0	3.6	11.3	4.7	0.0	-22.5	5.7	0.8	20.6

Taken from the entries so far for reference:
SMILES	BoNT F protease	MazEF act	CCHF vOTU inh	DUSP3 inh	SARS 3CLpro inh	Anthrax LF inh2	Rv3671c protease	PrPC TRFRET	BoNT A protease	SSB-PriA inh
Cc1c(C(=O)OCC(=O)N(C)c2ccccc2)oc2ccccc12	2.0	-0.8	-6.7	19.2	3.2	-2.5	3.5	-0.6	1.4	-7.0
O=C(Cn1ccc([N+](=O)[O-])n1)NCC1CCCO1 (centres undefined)	5.5	4.0	0.1	15.0	-2.8	-2.0	/	1.9	-1.5	-22.8
NC(=O)C1(N2CCCCC2)CCN(C(=O)CSc2nc3ccccc3o2)CC1	-11.6	-3.7	2.3	/	0.2	5.3	-9.3	-2.8	0.9	5.3
COc1cccc(NC(=O)Nc2ccccc2Br)c1	-3.2	2.6	-7.5	-5.0	2.2	-0.6	-7.5	13.9	0.2	-20.2
Cc1nn(C(C)C(=O)NCCCN(Cc2ccccc2)C(C)C)c(=O)c2c1sc1ccccc12 (centres undefined)	0.5	6.8	-10.4	-36.6	-4.4	-3.0	3.0	-4.2	0.9	7.5
C=CCOc1c(CNn2cn[nH]c2=S)cccc1OC	-2.3	5.0	3.1	12.2	-0.9	-8.9	-2.9	-3.0	-0.6	-4.1

This is a subset (hit frequency here may not be typical).
